CIT2 TOR yeast – yeast TOR pathway CIT2-GFP modulation | AID 2029 | 320,000 tested, 0.065% active | S. cerevisiae CIT2-GFP strain, flow cytometry, 3 h; 100 means same as DMSO wells | GFP response vs DMSO, % at 10 µM;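 active = GFP response relative to DMSO above a set limit, near the screen mean plus 3 SD, cut at about 150% in these data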;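 also: ratio of well median GFP fluorescence to mean of DMSO wells on the plate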
GRK2 aptamer HTS – blocks RNA aptamer binding to human GRK2 | 330,000 tested, 0.59% active | bead flow cytometry, FAM-aptamer displacement from GRK2 | inhibition of aptamer binding, % at 10 µM;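 active = inhibition of aptamer binding above 40%, roughly 3 SD of noise, on plates passing a quality check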;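 also: median bead fluorescence of bound FAM aptamer so fluorescent compounds give negative values; no value below 0 was filed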
RPL19A TOR yeast – alters RPL19A-GFP fluorescence in TOR pathway yeast screen. percent response vs DMSO, % at 10 µM. S. cerevisiae RPL19A-GFP strain, flow cytometry, 3 h; active compounds read low. 330,000 tested, 0.3% active;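 active = percent response vs DMSO below 50%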;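 also: median channel GFP fluorescence of the barcoded RPL19A-GFP strain; ratio of sample median GFP to plate DMSO average so 100% = DMSO; lower means less RPL19A-GFP as with rapamycin TOR inhibition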
GASC-1 inh – inhibitors of human GASC-1 (JMJD2C) demethylase | GST-JMJD2C(1-420) H3K9me3 demethylation, DELFIA europium | inhibition, % at 2.35 µM | 330,000 tested, 0.069% active;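 active = more than half of a compound's replicate wells show inhibition beyond 50%, single wells judged on their own value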;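 also: signal counts dimethyl H3K9 product captured on neutravidin plate; 0% = median of DMSO wells and 100% = 0.3 times that DMSO median; strong numbers were not always called active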
MEP2 TOR yeast – alters MEP2-GFP fluorescence in TOR pathway yeast screen | S. cerevisiae MEP2-GFP strain, flow cytometry GFP, 3 h; 100% = DMSO control level | GFP response vs DMSO, % at 10 µM | 330,000 tested, 0.51% active | AID 2016;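 active = GFP response versus DMSO above a set limit, roughly screen mean plus 3 SD, cut at about 180% in these data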;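 also: median GFP fluorescence of the barcode-gated MEP2-GFP cells per well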
AGP1-GFP MLPCN – alters AGP1-GFP fluorescence in TOR pathway yeast screen; S. cerevisiae AGP1-GFP multiplex flow cytometry, 3 h; GFP as percent of DMSO wells; GFP response vs DMSO, % at 10 µM; 320,000 tested, 0.02% active; AID 2066;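 active = GFP response relative to DMSO above a set limit, near screen average plus 3 SD, cut at about 150% in these data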;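 also: median GFP channel fluorescence of the gated AGP1 strain per well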
VLA-4 inh – inhibition in a human VLA-4 binding assay; P13612; VLA-4 expressing cells, ligand binding flow cytometry; inhibition, % (about 7 µM as worked out from the volumes in the protocol); 330,000 tested, 0.2% active; in the data active = inhibition above about 50%
LAP4 TOR yeast – yeast TOR pathway LAP4-GFP modulation. S. cerevisiae LAP4-GFP multiplex, flow cytometry GFP, 3 h; median GFP as percent of DMSO wells. GFP response vs DMSO, % at 10 µM. 320,000 tested, 0.34% active;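 active = GFP response vs DMSO above a set limit, about the screen mean plus 3 SD, cut at about 150% in these data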
* hit, by the source's call; i = inactive; · = not tested or not shown.

entry	molecule	CIT2 TOR yeast	GRK2 aptamer HTS	RPL19A TOR yeast	GASC-1 inh
1	O=C(N/N=C/c1ccco1)c1ccn[nH]1	99.3	1.0	98.2	-8.2
2	O=S(=O)(Nc1nc(-c2ccccc2)cs1)c1cccc(C(F)(F)F)c1	98.6	2.0	93.0	4.1
3	COc1ccc(C(C)C)cc1S(=O)(=O)N1CC(C)OC(C)C1 (stereo not drawn)	101.9	1.0	99.8	-9.0
4	CC(=O)N[C@@H](Cc1c[nH]c2ccccc12)C(=O)OCC(=O)Nc1ccc(S(=O)(=O)N(C)C)cc1	99.2	1.0	100.5	9.3
5	COc1ccc([C@@H]2CC=C(C(=O)O)[C@H](c3ccccc3F)N2S(=O)(=O)c2ccc(C)cc2)cc1OC	87.1	3.0	93.5	8.2
6	O=S(=O)(CCN1CCOCC1)c1ccc(OC(F)(F)F)cc1	89.0	0.0	100.2	-23.6
7	NC(=O)CCn1c2ccccc2c2ccccc21	111.7	4.0	104.4	4.9
8	N=C(N)N1CCc2ccccc2C1	75.3	3.0	91.7	-12.7
9	Cc1ccccc1C(=O)N1CCC(C(=O)Nc2ccc(C(C)C)cc2)CC1	114.5	8.0	100.8	-1.6
10	FC(F)(F)c1cccc(CNC2CCN(Cc3ccccc3)CC2)c1	104.0	2.0	105.9	2.8
11	Cc1ccc(C(C(=O)NC2CCCCC2)N(C(=O)c2csnn2)C2CCCC2)o1 (stereo not drawn)	105.0	0.0	109.3	-9.9
12	CC(C(=O)Nc1nc(-c2ccc(F)cc2)cs1)N1C(=O)C2CC=CCC2C1=O (stereo not drawn)	100.5	1.0	100.5	-4.1
13	O=Cc1cccc2ccc3cccc(C(=O)O)c3c12	·	1.0	98.5	0.6
14	COc1ccccc1-c1sc2cc3c(cc2c1C#CCO)OCO3	90.0	9.0	96.6	7.6
15	Cc1cc(C(=O)CSc2nnc(-c3ccc(F)cc3)o2)c(C)n1CC1CCCO1 (stereo not drawn)	85.3	0.0	96.4	3.3

entry	MEP2 TOR yeast	AGP1-GFP MLPCN	VLA-4 inh	LAP4 TOR yeast
1	97.0	101.7	0.0	98.2
2	85.3	93.6	-0.1	96.5
3	98.6	89.8	1.0	95.4
4	99.6	99.8	-2.9	100.9
5	90.8	92.8	-18.3	94.3
6	106.6	98.8	3.0	105.1
7	109.9	106.9	10.3	88.9
8	93.7	81.1	10.3	106.4
9	108.2	99.3	21.4	100.0
10	108.5	101.3	1.1	94.2
11	105.9	105.9	11.8	124.1
12	100.3	98.5	-10.5	109.0
13	100.0	·	11.7	·
14	84.8	94.7	0.6	96.8
15	94.2	88.2	1.8	96.6

Five of the entries above in order of the MEP2 TOR yeast value, rising:
entry	molecule	CIT2 TOR yeast	GRK2 aptamer HTS	RPL19A TOR yeast	GASC-1 inh
5	COc1ccc([C@@H]2CC=C(C(=O)O)[C@H](c3ccccc3F)N2S(=O)(=O)c2ccc(C)cc2)cc1OC	87.1	3.0	93.5	8.2
4	CC(=O)N[C@@H](Cc1c[nH]c2ccccc12)C(=O)OCC(=O)Nc1ccc(S(=O)(=O)N(C)C)cc1	99.2	1.0	100.5	9.3
11	Cc1ccc(C(C(=O)NC2CCCCC2)N(C(=O)c2csnn2)C2CCCC2)o1 (stereo not drawn)	105.0	0.0	109.3	-9.9
10	FC(F)(F)c1cccc(CNC2CCN(Cc3ccccc3)CC2)c1	104.0	2.0	105.9	2.8
7	NC(=O)CCn1c2ccccc2c2ccccc21	111.7	4.0	104.4	4.9

entry	MEP2 TOR yeast	AGP1-GFP MLPCN	VLA-4 inh	LAP4 TOR yeast
5	90.8	92.8	-18.3	94.3
4	99.6	99.8	-2.9	100.9
11	105.9	105.9	11.8	124.1
10	108.5	101.3	1.1	94.2
7	109.9	106.9	10.3	88.9

(further entries)
entry	molecule	CIT2 TOR yeast	GRK2 aptamer HTS	RPL19A TOR yeast	GASC-1 inh
16	CC(=O)Nc1ccc(S(=O)(=O)NCCCN2CCN(Cc3ccccc3)CC2)cc1Cl	106.1	0.0	100.8	2.7
17	COc1ccc(CN2Cc3cccc4c3[C@@H](CC2=O)[C@H](O)[C@H](O)C4)cc1	93.1	2.0	91.1	0.0
18	CC(=NC1CC1)c1c(-c2ccccc2)[nH]n(-c2nc3ccccc3s2)c1=O	104.2	0.0	99.8	-0.5
19	Cn1cccc1C(=O)OCC(=O)N1CCc2ccccc21	87.2	0.0	94.0	5.7
20	CC(C)(C)c1ccc(-c2ncccc2O)cc1	107.7	0.0	110.2	·
21	C=CCNCC#CCOc1ccc(OC)cc1	·	0.0	95.6	7.2
22	Cc1cccc[n+]1CC(=O)/C=C1\N(C)c2ccccc2C1(C)C	100.1	0.0	105.5	19.0
23	CC(=O)Nc1ccc(S(=O)(=O)NNC(=O)C2CCCCC2)cc1	90.2	0.0	102.9	6.1
24	CC(C)(C#CC(O)(c1ccccc1)c1ccccc1)N1CCCC1	97.4	0.0	99.2	-6.2
25	CN(CCC#N)S(=O)(=O)c1ccc2c(c1)c(=O)n(C)c(=O)n2C	81.6	4.0	99.8	0.3
26	Cn1cnnc1SCC(=O)Nc1ccc(OC(F)F)cc1	98.3	1.0	99.6	16.3
27	COc1cc(S(=O)(=O)N2CCN(C)CC2)c(OC)cc1Br	111.7	3.0	102.5	-2.4
28	O=C(O)CCc1ccc(-c2ccc(Cl)cc2)n1Cc1ccco1	95.8	0.0	98.3	-1.0
29	Nc1ccc(CN2CCCCCC2)cc1	93.7	0.0	99.3	-23.9

entry	MEP2 TOR yeast	AGP1-GFP MLPCN	VLA-4 inh	LAP4 TOR yeast
16	102.8	110.4	-0.9	108.0
17	89.7	93.6	-11.3	94.0
18	107.4	101.1	-6.4	108.3
19	94.2	94.3	14.9	98.8
20	114.7	106.0	5.4	126.2
21	88.9	95.9	8.5	86.2
22	96.3	102.8	i	90.8
23	93.7	96.2	3.7	84.7
24	102.6	97.5	-24.9	89.2
25	93.6	104.1	2.7	101.8
26	96.5	106.4	4.7	99.4
27	107.8	108.0	11.3	101.6
28	100.7	90.6	5.4	106.3
29	98.4	100.3	5.0	101.5

Some entries already given, reduced to LAP4 TOR yeast.
nr	structure	LAP4 TOR yeast
17	COc1ccc(CN2Cc3cccc4c3[C@@H](CC2=O)[C@H](O)[C@H](O)C4)cc1	94.0
18	CC(=NC1CC1)c1c(-c2ccccc2)[nH]n(-c2nc3ccccc3s2)c1=O	108.3

From PubChem
